Source: PubChem BioAssay
Tb PFK inh – T. brucei PFK enzyme inhibition; O15648; AID 485367; 0.17% of 330,000 active; T. brucei PFK, ADP-Glo luminescence; Potency, µM (top dose mostly 57.5 µM), for the others: top-dose activity, negative = inhibition, most hits filed as inhibitors;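 further: potency means the concentration at half of the fitted maximal effect; 0% = uninhibited 1x PFK enzyme wells and -100% = no-enzyme wells; nearly all actives have a fitted effect of over 60% in size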
Target sequence (O15648 whole entry, looked up): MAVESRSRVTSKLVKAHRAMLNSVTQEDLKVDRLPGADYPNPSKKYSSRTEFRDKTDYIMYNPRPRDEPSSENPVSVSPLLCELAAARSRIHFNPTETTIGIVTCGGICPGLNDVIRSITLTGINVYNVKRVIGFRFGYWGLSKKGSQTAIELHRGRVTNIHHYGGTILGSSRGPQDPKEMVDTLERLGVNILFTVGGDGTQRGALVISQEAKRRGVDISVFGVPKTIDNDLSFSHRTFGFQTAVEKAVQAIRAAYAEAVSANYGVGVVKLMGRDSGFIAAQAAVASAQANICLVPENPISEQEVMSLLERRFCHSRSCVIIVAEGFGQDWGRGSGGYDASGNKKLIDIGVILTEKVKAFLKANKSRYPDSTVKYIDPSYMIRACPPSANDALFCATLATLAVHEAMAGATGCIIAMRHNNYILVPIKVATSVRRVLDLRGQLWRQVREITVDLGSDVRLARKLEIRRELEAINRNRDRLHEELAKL
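In TEA buffer at pH 8.0 with 5 mM MgCl2, enzyme (1.25 nM) converted F6P (0.5 mM) and ATP (0.1 mM) for 45 min at room temperature. ADP product was read by luciferase luminescence.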
p53 reactivator – mutant p53 re-activation in reporter cells. Potency, µM (titrated, usually from 92.2 µM), for inactives: at the top dose activity change, positive = activation, usual class: activators. 0.063% of 320,000 active. H1299 p53-A138V BP100-luciferase reporter, luminescence, 24 h; further: potency means the concentration at half of the fitted maximal effect; % of control where 0% means no effect; nearly all actives have a fitted effect of over 45% in size
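p53-null H1299 cells stably carrying temperature-sensitive p53-A138V and a BP100-luciferase reporter were pinned with compounds (4-point, 1:5 series) and held 24 hrs at 37 deg C. Luminescence was read 10 min after detection reagent.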
NPC1 prom act – NPC1 promoter activation. Huh7 NPC1 promoter luciferase reporter, 24 h. Potency, µM (top dose mostly 9.22 µM), for inactives: at the highest dose activation, most hits filed as activators. 2.4% of 320,000 active. AID 485313;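 further: potency means the concentration at half of the fitted maximal effect; % of control where 0% means no effect; nearly all actives have a fitted effect of over 60% in size; reporter is driven by a mutant NPC1 promoter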
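Luminescence from an NPC1 promoter-driven luciferase reporter in stably transfected Huh7 cells was measured after 24 h compound treatment at 37 °C, followed by 10 min ambient incubation with luciferase detection reagent.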
RORgamma inh – inhibitors of mouse ROR gamma transcriptional activity | P51450 | Drosophila S2 Gal4-RORgamma UAS-luciferase reporter, 20 h | Potency, µM (titrated, usually from 53.6 µM), inactives show at the top dose activity change, negative = inhibition, most hits filed as inhibitors | 5.4% of 310,000 active | AID 2551; further: potency means the concentration at half of the fitted maximal effect; on the % scale 0 is the no-effect control and ±100 the full control effect; nearly all actives have a fitted effect of over 60% in size
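Stably transfected Drosophila Schneider cells are the test system, with ROR gamma fused to Gal4 and luciferase under UAS control; luminescence is read after 20 hr of 700 uM copper sulfate induction at ambient temperature.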
ELG1 genotoxic – induces genotoxicity in HEK293T cells with luciferase-tagged ELG1; HEK293T ELG1-luciferase reporter, luminescence, 16 h; Potency, µM (highest dose often 46 µM), for inactives: top-dose activity change, positive = activation, most hits filed as activators; 1.3% of 330,000 active; AID 504466; further: potency means the concentration at half of the fitted maximal effect; % of control where 0% means no effect; nearly all actives have a fitted effect of over 60% in size
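Step 1: seed 2,000 HEK293T ELG1-luciferase cells per well. Step 2: add compound or DMSO, incubate 16 hr at 37 °C. Step 3: ONE-Glo, 30 min at room temperature, read luminescence.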
BRCA1 expr act – activators of BRCA1 expression; MCF7-BRCA1-FFLuc reporter, luminescence, 48 h; response scale: scaled: vehicle 0%, 10 µM genistein 100%; Potency, µM (titrated, usually from 46.1 µM), for inactives: at the highest dose activation, usual class: activators; 1.1% of 380,000 active; AID 624202; further: potency means the concentration at half of the fitted maximal effect; nearly all actives have a fitted effect of over 80% in size; some results filed as inactive show a strong effect at the top dose
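Quantitative HTS in MCF7 cells stably reporting BRCA1 expression via firefly luciferase. Compound treatment lasts 48 h at 37 °C in phenol-red free MEM. Activation is expressed relative to genistein at 10 microM and DMSO.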
FLuc counter – firefly luciferase modulation, counter-screen for miR-21 project. Potency, µM (titrated, usually from 57.5 µM), for inactives: at the highest dose activity change, negative = inhibition, most hits filed as inhibitors. AID 588342. 6.9% of 360,000 active. P08659. purified FLuc, Km substrates, luminescence inhibition;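 further: potency means the concentration at half of the fitted maximal effect; plate controls were vehicle for no effect and reference inhibitor for full effect; nearly all actives have a fitted effect of over 55% in size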
Target sequence (P08659 whole entry, looked up): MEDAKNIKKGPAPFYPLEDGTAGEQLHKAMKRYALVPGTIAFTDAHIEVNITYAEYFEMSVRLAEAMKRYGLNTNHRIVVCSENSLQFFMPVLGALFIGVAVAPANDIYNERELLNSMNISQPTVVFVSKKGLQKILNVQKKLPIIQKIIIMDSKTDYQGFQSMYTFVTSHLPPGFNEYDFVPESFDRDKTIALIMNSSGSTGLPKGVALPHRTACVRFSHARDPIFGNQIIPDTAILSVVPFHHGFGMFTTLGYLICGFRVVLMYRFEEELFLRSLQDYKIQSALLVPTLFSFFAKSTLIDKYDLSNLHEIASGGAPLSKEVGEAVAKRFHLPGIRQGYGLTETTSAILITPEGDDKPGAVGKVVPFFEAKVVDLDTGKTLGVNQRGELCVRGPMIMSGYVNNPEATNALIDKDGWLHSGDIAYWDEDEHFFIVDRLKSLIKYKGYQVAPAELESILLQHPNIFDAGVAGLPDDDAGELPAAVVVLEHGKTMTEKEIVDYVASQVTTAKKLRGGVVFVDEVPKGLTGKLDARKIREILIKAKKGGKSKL
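Purified P. pyralis luciferase, 10 nM final, with Km-level 10 uM D-luciferin and 10 uM ATP in 50 mM Tris acetate pH 7.5, 10 mM Mg acetate, 0.01% Tween-20, 0.05% BSA; 6-point qHTS titration about 60 µM downward; luminescence read.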
TRPV1 agonist – human TRPV1 agonism. Q8NER1. TRPV1-expressing cells, Fluo-8 calcium influx, agonist mode. activation, % at 8.33 µM. 0.19% of 320,000 active. AID 540275; in the data active means activation above about 80%; inconclusive means between about 30% and that limit; further: 0% is about no effect
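Cells expressing TRPV1 were dye-loaded with Fluo-8 and read kinetically: 10 s baseline, 3 min after compound (agonist portion), then 2 min after EC20 capsaicin (allosteric enhancer portion). Calcium-bound dye fluorescence at 480/520 nm.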
Gal4-VP16 FLuc – inhibits Gal4-VP16 luciferase reporter, ROR gamma counter-screen; Drosophila S2 Gal4-VP16 UAS-luciferase, luminescence, 20 h; Potency, µM (doses to about 53.6 µM), for the others: top-dose activity, negative = inhibition, usual class: inhibitors; 3.5% of 310,000 active;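 further: Gal4-VP16 expression switched on by copper sulfate through the metallothionein promoter; potency means the concentration at half of the fitted maximal effect; on the % scale 0 is the no-effect control and ±100 the full control effect; nearly all actives have a fitted effect of over 50% in size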
Rab9 prom act – activates the Rab9 promoter; Huh7 Rab9 promoter-luciferase reporter, luminescence, 24 h; Potency, µM (series often up to 9.22 µM), for the others: top-dose activation, negative = inhibition, actives largely listed as activators; 2.8% of 320,000 active; AID 485297; further: potency means the concentration at half of the fitted maximal effect; % of control where 0% means no effect; nearly all actives have a fitted effect of over 60% in size
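Cells were plated at 1500 per well in reduced-serum medium with 10% FBS and left 2 h. Compound in DMSO was then added for 24 h at 37 °C. Reporter signal was read by luminescence after 10 min with luciferase detection reagent.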
ELG1 repair inh – ELG1-dependent DNA repair inhibition; 2.3% of 330,000 active; Potency, µM (doses to about 46.1 µM), for inactives: at the highest dose activity change, negative = inhibition, hits mostly inhibitors; AID 504467; HEK293T ELG1-luciferase reporter, luminescence, 16 h; DNA damage induced by 5-fluorouridine; further: potency means the concentration at half of the fitted maximal effect; on the % scale 0 is the no-effect control and ±100 the full control effect; nearly all actives have a fitted effect of over 55% in size
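Overnight (16 hr) co-exposure of 2,000 cells/well to 5-fluorouridine and compound at 37 °C preceded detection. Luciferase was quantified via ONE-Glo luminescence; loss of signal denotes inhibition.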
* hit, by the source's call; u = inconclusive; x = no result given; & = joins results of further samples. Unless noted, the call rests on the fitted dose curve; in most records, active means well fitted curve in the direction sought with a large enough effect; inconclusive means small, poorly fitted or top-dose-only effect, or another doubt; inactive means no such curve, though single readings can be large; an effect the other way counts as inactive or inconclusive.

The first 4 entries, to show the layout:
nr	SMILES	Tb PFK inh	p53 reactivator	NPC1 prom act	RORgamma inh	ELG1 genotoxic	BRCA1 expr act
1	CCc1ccc(N(C(=O)CNC(=O)c2cccs2)C(C(=O)NC(C)(C)C)c2cc(OC)c(OC)c(OC)c2)cc1 (centres undefined)	1%	-2%	-3%	19%	2%	3%
2	CSc1ccccc1C(=O)NCCSc1ccc(C)cc1	14%	x	0%	-10%	3%	-3%
3	COc1ccccc1-n1c2nc3ccccc3nc2c2c(=O)n(-c3cc(C)cc(C)c3)cnc21	4%	-10%	-2%	49%	-2%	-23%
4	COc1cc(C(=O)NC2(C(F)(F)F)NC(=O)N(CCCc3ccccc3)C2=O)cc(OC)c1OC (centres undefined)	-2%	-9%	-3%	4%	2%	-30%

nr	FLuc counter	TRPV1 agonist	Gal4-VP16 FLuc	Rab9 prom act	ELG1 repair inh
1	1%	x	-3%	-6%	-2%
2	4%	u	5%	0%	6%
3	3%	13	-12%	1%	u
4	0%	3	7%	-3%	-15%

Results, repeating the preview:
nr	SMILES	Tb PFK inh	p53 reactivator	NPC1 prom act	RORgamma inh	ELG1 genotoxic	BRCA1 expr act
1	CCc1ccc(N(C(=O)CNC(=O)c2cccs2)C(C(=O)NC(C)(C)C)c2cc(OC)c(OC)c(OC)c2)cc1 (centres undefined)	1%	-2%	-3%	19%	2%	3%
2	CSc1ccccc1C(=O)NCCSc1ccc(C)cc1	14%	x	0%	-10%	3%	-3%
3	COc1ccccc1-n1c2nc3ccccc3nc2c2c(=O)n(-c3cc(C)cc(C)c3)cnc21	4%	-10%	-2%	49%	-2%	-23%
4	COc1cc(C(=O)NC2(C(F)(F)F)NC(=O)N(CCCc3ccccc3)C2=O)cc(OC)c1OC (centres undefined)	-2%	-9%	-3%	4%	2%	-30%
5	OCCN(Cc1ccccc1)Cc1cccc(Cl)c1Cl	-12%	1%	-3%	19%	-1%	-18%
6	Cc1ccnc(NS(=O)(=O)c2ccc(NC(=O)CC(C)c3ccccc3)cc2)n1 (centres undefined)	0%	-4%	0%	u	0%	-3%
7	CC(=O)N(CCc1cccc(C)c1)Cc1cc2ccc(C)cc2[nH]c1=O	0%	x	-1%	u	-3%	-11%
8	CCOC(=O)C(NC(=O)NCc1ccc(F)cc1)(OCC)C(F)(F)F (centres undefined)	-1%	-7%	-4%	-2%	0%	-14%
9	O=C(COc1ccc([N+](=O)[O-])cc1)NCC(c1cccs1)N1CCOCC1 (centres undefined)	-13%	-5%	-2%	x	-4%	1%
10	O=S(=O)(Nc1nc(-c2ccccc2)cs1)c1cccc(C(F)(F)F)c1	1%	6%	1%	6%	0%	-80%
11	Nc1nonc1-n1nnc(C(=O)N/N=C/c2cccc(Cl)c2)c1-c1ccc2c(c1)OCO2	0%	-5%	-5%	-7%	-10%	-45%
12	COc1ccc(C2/C(=C(/O)c3ccc(F)cc3)C(=O)C(=O)N2c2ccccn2)cc1OC (centres undefined)	-1%	3%	0%	-1%	0%	1%

nr	FLuc counter	TRPV1 agonist	Gal4-VP16 FLuc	Rab9 prom act	ELG1 repair inh
1	1%	x	-3%	-6%	-2%
2	4%	u	5%	0%	6%
3	3%	13	-12%	1%	u
4	0%	3	7%	-3%	-15%
5	6%	18	0%	0%	u
6	-2%	0	5%	-8%	-9%
7	-1%	u	9%	-1%	u
8	-5%	-3	-6%	-4%	-1%
9	3%	-1	x	0%	4%
10	2%	1	0%	-4%	14%
11	0%	0	-12%	0%	-9%
12	1%	-1	8%	-2%	6%

(listing goes on)
nr	SMILES	Tb PFK inh	p53 reactivator	NPC1 prom act	RORgamma inh	ELG1 genotoxic	BRCA1 expr act
13	CCCCNC(=O)CN1CCC2(O)CCCCC2C1c1ccccc1OC (centres undefined)	1%	12%	2%	-3%	2%	16%
14	CNS(=O)(=O)c1cccc(C(=O)NCC(c2ccco2)N(C)C)c1 (centres undefined)	-1%	-7%	-2%	-2%	1%	2%
15	O=C(CCc1nnc(CCCCc2ccccc2)o1)NCc1cccc(F)c1	-1%	1%	-2%	5%	2%	24%
16	CC(=O)c1cccc(NC(=O)C2CC(=O)N(C3CCCC3)C2)c1 (centres undefined)	0%	7%	x	x	3%	-10%
17	COc1ccc(CCNC(=O)c2ccc(CS(=O)(=O)Cc3cccc(C)c3)o2)cc1OC	-7%	1%	-3%	2%	-13%	-22%
18	Cn1c(CC(=O)NNC(=O)c2ccccc2F)nc2ccccc21	15%	-3%	0%	x	-1%	-27%
19	COc1ccc(-c2cc(C(=O)NCc3ccccc3)no2)cc1OC	1%	-4%	-2%	-11%	3%	2%
20	N/C(CN1CCCC1=O)=N\OC(=O)c1ccc(Cl)c(Cl)c1	2%	7%	-4%	36%	1%	21%
21	CN(CC(=O)Nc1ccc(Cl)c(Cl)c1)C(=O)c1cccc2cccnc12	-4%	-10%	-5%	x	0%	4%
22	O=C(c1ccc(CSc2nc3ccncc3[nH]2)cc1)N1CCN(c2cccc(Cl)c2)CC1	u	-11%	-18%	u	-4%	-65%
23	Cc1cc(C)cc(C(=O)Nn2cnnc2)c1	-2%	x	-2%	2%	0%	12%
24	Cc1nc2ccccn2c1C(=O)N/N=C/c1ccc2c(c1)OCO2	4%	u	15%	-12%	u	-24%

nr	FLuc counter	TRPV1 agonist	Gal4-VP16 FLuc	Rab9 prom act	ELG1 repair inh
13	10%	25	7%	4%	-4%
14	4%	-2	-12%	-2%	-2%
15	-1%	1	-10%	9%	-6%
16	x	x	x	x	-3%
17	0%&5%	0	-1%	-10%	23µM*
18	3%	0	x	-10%	-2%
19	10%	-8	-14%	-3%	u
20	-1%	2	-5%	0%	29%
21	3%	4	x	4%	-21%
22	-1%	-1	11µM*	-23%	26µM*
23	1%	-4	4%	9%	8%
24	12µM*	4	-3%	21%	u

Next entries.
nr	SMILES	Tb PFK inh	p53 reactivator	NPC1 prom act	RORgamma inh	ELG1 genotoxic	BRCA1 expr act
25	OC1(c2ccc3c(c2)OCO3)CCN(Cc2ccc(F)cc2)CC1	1%	-6%	-3%	-10%	0%	-2%
26	COCCNC(=O)CC(NS(=O)(=O)c1ccc(C)cc1)c1ccco1 (centres undefined)	13%	-5%	2%	33%	1%	-3%
27	NNC(=O)Cn1c(COc2ccc(Cl)cc2)nc2ccccc21	-2%	1%	-5%	-32%	5%	-3%
28	O=c1nc2sc3ccccc3n2c(=O)n1-c1ccc(Cl)cc1	-3%	u	3.2µM*	19%	u	5%
29	CNC(=S)N(Cc1ccco1)Cc1cc2cc(OC)ccc2[nH]c1=O	0%	0%	-1%	9%	-5%	-4%
30	BrC(=C\c1ccccc1)/C=N/N1CCN(Cc2ccccc2)CC1	-1%	4%	11%	5%	u	10%
31	O=C(O)C1C2CCCCC2=C2CCCCC2C1C(=O)c1ccccc1 (centres undefined)	-6%	0%	2%	12%	-5%	1%
32	Cc1ccc(CNC(=O)CCNS(=O)(=O)c2cccc3nsnc23)cc1	3%	2%	-4%	-19%	-20%	0%&11%
33	CCn1ncc([N+](=O)[O-])c1C(=O)Nc1ccc(C)c(C)c1	1%	-18%	5%	0%	4%	1%
34	Cn1nnnc1SCC(=O)Nc1ccccc1-c1ccccc1	-1%	2%	-5%	15%	5%	39%
35	COc1ccc(NC(=O)CN(C)CC(=O)Nc2sc3c(c2C(N)=O)CCC3)cc1	-4%	-4%	-8%	x	0%	1%
36	CNC(=S)NNC(=O)c1oc2nc(-c3ccccc3)cc(-c3ccco3)c2c1N	2%	0%	-4%	25%	-1%	-6%
37	CC1(C)Cc2c(sc3nc(C4CC4)n(N)c(=O)c23)CO1	-1%	2%	-1%	3%	-2%	2%
38	O=C(CSc1nnc(NC2CCCCC2)s1)NCc1ccco1	0%	2%	-6%	19%	4%	4%
39	CC(=O)c1c(C)[nH]c(C(=O)NCc2ccccc2Cl)c1C	0%	-5%	-5%	33%	-16%	-14%

nr	FLuc counter	TRPV1 agonist	Gal4-VP16 FLuc	Rab9 prom act	ELG1 repair inh
25	-2%	1	1%	-2%	-15%
26	3%	-5	-24%	-6%	7%
27	12µM*	0	-13%	2%	u
28	-6%	-9	25%	2.8µM*	u
29	-1%	12	3%	-2%	u
30	-19%	u	u	-1%	-11%
31	0%	x	3%	1%	-19%
32	-1%&-3%	2	-11%	-4%	1%
33	-10%	3	0%	4%	2%
34	2%	-3	6%	0%	u
35	3%	0	x	2%	21µM*
36	-3%	0	6%	-6%	8%
37	-4%	4	-9%	1%	-13%
38	2%	2	-1%	-1%	12%
39	-2%	10	15%	-7%	3%
